IDE cell inh – inhibitors of human insulin-degrading enzyme in cells | 320,000 compounds, 0.41% hits | inhibition, % at 5.59 µM | P14735 | AID 434962 | HEK cells, FAbetaB cleavage, fluorescence polarization;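 active = percent inhibition above the average of all tested compounds plus 3 SD, set per screening campaign, cut at about 16% in these data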;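 note: IDE supplied by intact live HEK cells; FP after avidin binding of uncleaved biotin substrate so inhibition keeps polarization high; 0% = DMSO wells and 100% = 60 µM reference IDE inhibitor Ii1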
PHOSPHO1 block – inhibitors of human PHOSPHO1 phosphatase. 290,000 compounds, 1.1% hits. inhibition, % at 13.3 µM. recombinant PHOSPHO1, absorbance phosphatase assay; in the data active = inhibition above about 60%
VIM-2 inhibitor – blocks Pseudomonas aeruginosa VIM-2 metallo-beta-lactamase | purified VIM-2, nitrocefin hydrolysis, epi-absorbance fluorescence | 290,000 compounds, 0.89% hits | AID 1527 | inhibition, % at 5.6 µM;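 active = inhibition above the mean of all tested compounds plus 3 SD, cutoff set per screening run, cut at about 7.5% in these data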;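 note: red hydrolysis product quenches plate fluorescence so inhibitors raise well fluorescence; 0% = enzyme with DMSO and 100% = DMSO without enzyme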
p-CIP stab down – lowers stability of the mouse p/CIP coactivator protein; decrease of EGFP signal, % at 10 µM; F442A p/CIP-EGFP cells, EGFP fluorescence, 16 h; Q05BA5; 290,000 compounds, 0.01% hits;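 active = EGFP signal decrease of at least 30% at 10 µM or well 3 SD below plate mean, unless failing retest; inactive = the rest, including hits failing retest or dose response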; note: some compounds called inactive have numbers as strong as hits; many of its hits are not listed in these tables
Target sequence (Q05BA5 1-1403): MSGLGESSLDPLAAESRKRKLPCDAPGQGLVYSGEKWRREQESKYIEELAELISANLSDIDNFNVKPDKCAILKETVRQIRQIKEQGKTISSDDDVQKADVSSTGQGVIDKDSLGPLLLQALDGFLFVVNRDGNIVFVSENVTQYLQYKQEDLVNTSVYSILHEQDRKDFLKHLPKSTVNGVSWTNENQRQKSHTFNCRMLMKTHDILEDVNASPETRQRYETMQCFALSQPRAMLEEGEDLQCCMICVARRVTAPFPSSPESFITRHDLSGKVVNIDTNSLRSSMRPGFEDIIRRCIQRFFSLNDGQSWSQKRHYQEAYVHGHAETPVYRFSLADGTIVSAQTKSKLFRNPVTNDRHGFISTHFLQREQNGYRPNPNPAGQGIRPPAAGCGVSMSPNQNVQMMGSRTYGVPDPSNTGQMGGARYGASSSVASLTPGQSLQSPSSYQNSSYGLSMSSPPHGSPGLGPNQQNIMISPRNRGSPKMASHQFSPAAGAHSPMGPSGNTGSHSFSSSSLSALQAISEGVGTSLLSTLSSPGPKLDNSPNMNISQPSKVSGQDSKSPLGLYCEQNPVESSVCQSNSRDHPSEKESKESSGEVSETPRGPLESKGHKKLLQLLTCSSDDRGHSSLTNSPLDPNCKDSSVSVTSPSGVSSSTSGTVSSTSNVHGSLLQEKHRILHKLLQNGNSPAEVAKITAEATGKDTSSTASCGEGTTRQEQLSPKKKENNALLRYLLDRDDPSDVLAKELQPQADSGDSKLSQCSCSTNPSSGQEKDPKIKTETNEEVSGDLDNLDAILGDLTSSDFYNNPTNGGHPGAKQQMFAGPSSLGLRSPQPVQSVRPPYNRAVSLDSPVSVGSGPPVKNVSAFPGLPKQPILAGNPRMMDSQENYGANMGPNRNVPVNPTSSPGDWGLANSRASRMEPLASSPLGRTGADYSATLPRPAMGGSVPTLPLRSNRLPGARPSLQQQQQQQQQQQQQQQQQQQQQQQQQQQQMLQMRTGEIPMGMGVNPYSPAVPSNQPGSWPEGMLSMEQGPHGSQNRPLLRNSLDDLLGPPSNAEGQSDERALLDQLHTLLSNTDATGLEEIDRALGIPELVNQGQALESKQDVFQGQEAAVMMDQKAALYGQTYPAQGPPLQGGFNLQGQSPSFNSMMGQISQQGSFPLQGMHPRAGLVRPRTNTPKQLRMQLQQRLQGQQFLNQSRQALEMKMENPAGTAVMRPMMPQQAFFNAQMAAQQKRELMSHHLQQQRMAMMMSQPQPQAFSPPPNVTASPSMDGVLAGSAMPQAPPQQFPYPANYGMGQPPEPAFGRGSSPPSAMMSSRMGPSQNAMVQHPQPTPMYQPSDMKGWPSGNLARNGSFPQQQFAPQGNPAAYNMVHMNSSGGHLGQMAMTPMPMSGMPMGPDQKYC
NALP1 inh – inhibitors of NALP1 inflammasome in yeast; S. cerevisiae NALP1/ASC/caspase-1 growth, X-gal OD620, 72 h; inhibition, % at 10 µM; 280,000 compounds, 0.61% hits; in the data active = inhibition mostly above about 24%, no sharp cut-off; inactive = mostly below about 32%; note: some compounds called inactive have numbers as strong as hits
IDE act – boosts human insulin-degrading enzyme activity in HEK cells. AID 493087. 340,000 compounds, 0.073% hits. FAbeta-B cleavage, fluorescence polarization; 0% vehicle, 100% cell-free pure enzyme wells. P14735. activation, % at 5.96 µM;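 active = activation above the mean of all tested compounds plus 3 SD, set per screening campaign, cut at about 17% in these data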
GPR7 antagonist – antagonists of human GPR7 (neuropeptides B/W receptor 1) | AID 1861 | GPR7-expressing cells, fluorescence antagonist assay | 290,000 compounds, 1.1% hits | inhibition, % at 4.4 µM; in the data active = inhibition above about 16%, passing the limit was not always enough;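 note: cells stimulated with the agonist NPW; 0% = agonist with vehicle and 100% = vehicle without agonist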
PfM18AAP inh – PfM18AAP enzyme inhibition; 290,000 compounds, 1.2% hits; inhibition, % at 7.35 µM; recombinant PfM18AAP, H-Glu-NHMec fluorogenic cleavage; AID 1822;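 active = inhibition above the campaign mean inhibition over all tested compounds plus 3 SD, cut at about 28% in these data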;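 note: 0% = plate median of test compound wells and 100% = 2 mM ZnCl2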
IMP-1 inhibitor – inhibitors of Pseudomonas aeruginosa IMP-1 metallo-beta-lactamase | purified IMP-1, nitrocefin hydrolysis, epi-absorbance fluorescence | inhibition, % at 5.6 µM | 290,000 compounds, 0.45% hits | AID 1556;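 active = inhibition above the mean plus 3 SD of all compounds in the same screening run, cut at about 4.5% in these data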;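 note: 0% = IMP-1 with DMSO and 100% = DMSO wells lacking enzyme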
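Test system: recombinant IMP-1 enzyme, purified / Medium: HEPES buffer pH 7.1 with ZnSO4 and Brij 35 / Doses: single dose, 5.6 µM / Times: 25 °C, 15 min preincubation, 25 min reaction / Detection: Epi-absorbance via hydrolysed-nitrocefin quenching of white-plate fluorescence, 480/530 nm, EDTA stop / Evaluation: percent inhibition from optical density relative to buffer-blank wells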
Active calls of the source: *; x = no result given; & = joins results of further samples.

SMILES	IDE cell inh	PHOSPHO1 block	VIM-2 inhibitor	p-CIP stab down	NALP1 inh	IDE act	GPR7 antagonist	PfM18AAP inh	IMP-1 inhibitor
CCCCNC(=O)CSc1nc2ccsc2c(=O)n1C1CCN(C(=O)OCC)CC1	1	13	-2.4	-16	-2	-2	8	-1	-2.2
CC(NC(=S)NCCc1ccccc1)C(c1cccs1)N1CCN(Cc2ccccc2)CC1 (centres undefined)	-2	-14	0.0	0	11	5	0	-2	-1.1
O=C(Nc1ccc(C(=O)N2CCN(c3ccc(Cl)cc3)CC2)cc1)C1=CSCCO1	4	24	-3.0	0	12	1	-3	-2	-2.9
O=C(O)c1nn(CC(=O)N(C2CCCCC2)C2CCCCC2)c(=O)c2ccccc12	1	42	-1.4	-9	5	4	-2	-8	-2.2
Cc1ccc(-c2nc3ccccc3c(=O)n2NC(=S)N(C)C)cc1	0	32	-2.5	-10	21	2	-2	11	-1.9
CCOC(=O)N1CCN(C(=O)c2ccc3nc(N4CCCCC4)sc3c2)CC1	4	32	0.9	-8	-13	4	-13	-3	-2.6
Oc1ccccc1-c1nc(/C=C/c2ccccc2)nn1-c1ccccc1	2	-19	-0.2	2	11	4	-12	1	-3.7
C/C=C/C=C/C(=O)N1CC[C@]23c4ccccc4N[C@H]4N(C)c5cccc6c5[C@]42CCN([C@H]6C2OC2(C)C)[C@H]13 (some centres undefined)	-1	27	x	-12	-9	-2	x	x	x
O=C(CN(Cc1cccs1)C(=O)CNS(=O)(=O)c1ccc(F)cc1)NCc1ccco1	3	-1	-1.3	-24	20	3	-4	2	-3.9
O=C(NC1CCS(=O)(=O)C1)c1cccc(S(=O)(=O)N2CCCCCC2)c1 (centres undefined)	-3	32	-1.0	-8	4	0	-7	6	-2.4
CN(CCOc1ccccc1)C(=O)CCc1c[nH]c2ccccc12	1	6	1.4	-4	11	-3	17	-4	-2.3
O=C(CC(O)(C(F)(F)F)C(F)(F)F)Nc1ccc(Cl)c(Cl)c1	3	38	-5.5	-16	78*	-1	29*	1	-1.7
Cc1ccc(-c2ccnc3c(Cl)c(C)nn23)cc1	6	33	1.9	9	3	-2	-30	0	-5.2
COc1ccc(C2(C(=O)NC(C)C)CCCC2)cc1OC	5	-10	-3.3	-7	25	4	-1	-8	-2.7
NC(=S)N/N=C/c1ccccc1OCCSc1ccc(Cl)cc1	6	-9	-2.2	-14	7	1	1	6	-3.5

Arranged by value in PfM18AAP inh (descending): five of the compounds above.
| SMILES | IDE cell inh | PHOSPHO1 block | VIM-2 inhibitor | p-CIP stab down | NALP1 inh | IDE act | GPR7 antagonist | PfM18AAP inh | IMP-1 inhibitor |
| --- | --- | --- | --- | --- | --- | --- | --- | --- | --- |
| NC(=S)N/N=C/c1ccccc1OCCSc1ccc(Cl)cc1 | 6 | -9 | -2.2 | -14 | 7 | 1 | 1 | 6 | -3.5 |
| O=C(CC(O)(C(F)(F)F)C(F)(F)F)Nc1ccc(Cl)c(Cl)c1 | 3 | 38 | -5.5 | -16 | 78* | -1 | 29* | 1 | -1.7 |
| CCCCNC(=O)CSc1nc2ccsc2c(=O)n1C1CCN(C(=O)OCC)CC1 | 1 | 13 | -2.4 | -16 | -2 | -2 | 8 | -1 | -2.2 |
| CC(NC(=S)NCCc1ccccc1)C(c1cccs1)N1CCN(Cc2ccccc2)CC1 (centres undefined) | -2 | -14 | 0.0 | 0 | 11 | 5 | 0 | -2 | -1.1 |
| COc1ccc(C2(C(=O)NC(C)C)CCCC2)cc1OC | 5 | -10 | -3.3 | -7 | 25 | 4 | -1 | -8 | -2.7 |

More results follow:
SMILES	IDE cell inh	PHOSPHO1 block	VIM-2 inhibitor	p-CIP stab down	NALP1 inh	IDE act	GPR7 antagonist	PfM18AAP inh	IMP-1 inhibitor
O=C(NN1CCOCC1)c1ccc(F)cc1	-3	26	-4.9	-4	12	0	-8	0	-2.6
O=C(N/N=C/c1cccs1)C1COc2ccccc2O1 (centres undefined)	2	7	-0.6	-2	25	7	0	6	-3.9
COc1ccc(N2C(=O)C(F)(F)C2c2ccc(C)cc2)cc1OC (centres undefined)	4	6	-5.2	-13	-7	2	-5	-3	-4.0
Cc1ccc(NC(=O)c2ccc3c(c2)OCCO3)cc1C	-6	32	-0.2	-2	12	-5	3	-6	-3.3
O=c1c2ccccc2c(C=NCCO)c(O)n1-c1ccccc1	5	6	-2.1	-9	24	7	-2	-4	-3.7
COc1ccccc1CN1CC(C(=O)NCC2CCCO2)CC1=O (centres undefined)	-2	29	0.2	4	-7	0	4	0	0.4
Cc1ccc(-n2nc3c(c2NC(=O)c2ccc4c(c2)OCO4)CS(=O)(=O)C3)cc1C	1	4	-2.9	1	0	7	-13	9	-2.4
CC(C)OC(=O)CCC/C=C\C[C@@H]1[C@@H](CC[C@@H](O)CCc2ccccc2)[C@H](O)C[C@@H]1O	x	32	-0.3	-14	17	x	-10	0	-1.9
Cc1ccc(OCCSc2ncnc3nc[nH]c23)cc1	4	-2	-2.7	-4	-1	1	-1	-7	-3.8
COc1cc(C(=O)N(Cc2ccc(F)cc2)C2CCS(=O)(=O)C2)cc(OC)c1OC (centres undefined)	0	3	-2.7	-6	10	4	-10	3	-2.4
O=C(NCc1cccc(CNC(=O)Nc2cccc(O)c2)c1)Nc1cccc(O)c1	0	37	-4.0	-6	20	4	-9	2	-2.7
O=C1NC(=O)C(c2ccccc2)(c2ccccc2)N1	1&-4	6&-4&6	-2.9&-1.7&-0.6	5&3&1	11&24&19	7&4	0&7&-7	-1&10&-1	-3.3&-3.2&-0.4
O=C(COC(=O)C1=COCCO1)Nc1cccc(S(=O)(=O)N2CCOCC2)c1	-3	25	-1.6	-14	3	2	-18	3	-0.6
COc1ccc(NC2CCCN(C(=O)c3cccnc3)C2)cc1 (centres undefined)	0	22	-0.1	-13	27	-1	-5	3	0.6
O=C(O)COCc1nc2ccccc2[nH]1	8	12	-0.8	8	24	1	-7	0	-3.6

One compound at a time, as listed above. Screens in order: IDE cell inh	PHOSPHO1 block	VIM-2 inhibitor	p-CIP stab down	NALP1 inh	IDE act	GPR7 antagonist	PfM18AAP inh	IMP-1 inhibitor
`COc1ccc(N2C(=O)C(F)(F)C2c2ccc(C)cc2)cc1OC` (centres undefined) across the screens: 4	6	-5.2	-13	-7	2	-5	-3	-4.0
`Cc1ccc(NC(=O)c2ccc3c(c2)OCCO3)cc1C` across the screens: -6	32	-0.2	-2	12	-5	3	-6	-3.3

(further entries)
SMILES	IDE cell inh	PHOSPHO1 block	VIM-2 inhibitor	p-CIP stab down	NALP1 inh	IDE act	GPR7 antagonist	PfM18AAP inh	IMP-1 inhibitor
O=C(N/N=C\c1ccc(Cl)cc1)c1sccc1-n1cccc1	-2	37	-3.0	-13	5	2	-3	11	-2.7
CCCC(O)(CCN(C)C)c1ccc(OC)cc1 (centres undefined)	4	15	-5.9	11	-3	6	-1	-9	-2.9
Cc1ccccc1CSCCNC(=O)CN(c1ccc2c(c1)OCO2)S(C)(=O)=O	0	2	-3.8	-3	9	-2	-9	-14	-5.1
COc1cccc2cc3c(=O)n(-c4ccccc4)nc-3oc12	2	9	0.6	-11	-27	1	-13	15	-2.7
CCOC(=O)C1CCCN(S(=O)(=O)c2cc(C(=O)OC)n(C)c2)C1 (centres undefined)	-3	25	-1.4	-10	14	2	3	-15	-1.1
COc1cc(NC(=O)c2ccnc(N)c2)cc(C(=O)Nc2cccc(C(F)(F)F)c2)c1	6	9	x	0	x	-3	x	x	x
O=C(CCN1C(=O)/C(=C/C=C/c2ccccc2)SC1=S)Nc1ccccn1	8	-16	-1.2	8	-1	4	-8	4	-0.4
COc1ccc(C2CC(c3cccs3)=NN2C(=O)COC(=O)c2cncc(Br)c2)cc1OC (centres undefined)	11	19	-0.2	-1	2	3	-5	-9	-1.1
COc1cccc(CC(=O)N[C@@H](CCSC)c2nc3ccccc3[nH]2)c1	0	12	-2.1	-7	6	3	-15	2	-1.4
O=C(c1cnc2c(c1)COc1ccc(Cl)cc1-2)c1ccccc1O	15	13	-3.8	-8	1	-16	-11	4	-2.9
CN(C)S(=O)(=O)c1ccc(Cl)c(NC(=O)COC(=O)CN2C(=O)C3CCCCC3C2=O)c1 (centres undefined)	2	24	-2.4	-6	2	4	-6	-14	-3.3
Cc1cc(C(=O)CSc2nnnn2-c2ccc(O)cc2)c(C)n1C	-2	48	0.6	-11	12	1	7	7	-2.2
Cc1sc2ncnc(N3CCOCC3)c2c1C	2	-11	-1.2	-10	2	0	14	9	-4.1
O=C(NC(Cc1ccccc1)C(=O)O)/C(=C/c1ccccc1)NC(=O)c1cccc(Br)c1 (centres undefined)	0	9	-2.5	3	-6	6	-4	0	-3.0
Cc1nc2nc(-c3ccccc3)[nH]n2c(=O)c1Cc1ccccc1	2	7	-0.2	1	13	3	-6	-2	-2.6

4 structures already listed, sorted by count of non-hydrogen atoms, lowest first.
SMILES	IDE cell inh	PHOSPHO1 block	VIM-2 inhibitor	p-CIP stab down	NALP1 inh	IDE act	GPR7 antagonist	PfM18AAP inh	IMP-1 inhibitor
O=C(N/N=C\c1ccc(Cl)cc1)c1sccc1-n1cccc1	-2	37	-3.0	-13	5	2	-3	11	-2.7
Cc1nc2nc(-c3ccccc3)[nH]n2c(=O)c1Cc1ccccc1	2	7	-0.2	1	13	3	-6	-2	-2.6
Cc1ccccc1CSCCNC(=O)CN(c1ccc2c(c1)OCO2)S(C)(=O)=O	0	2	-3.8	-3	9	-2	-9	-14	-5.1
O=C(NC(Cc1ccccc1)C(=O)O)/C(=C/c1ccccc1)NC(=O)c1cccc(Br)c1 (centres undefined)	0	9	-2.5	3	-6	6	-4	0	-3.0

(further entries)
SMILES	IDE cell inh	PHOSPHO1 block	VIM-2 inhibitor	p-CIP stab down	NALP1 inh	IDE act	GPR7 antagonist	PfM18AAP inh	IMP-1 inhibitor
CC(=O)Nc1ccc(S(=O)(=O)N2CCC(NC(=O)c3ccccc3)CC2)cc1	-3	14	1.8	1	0	3	6	-5	1.3
O=C(c1ccc(Cl)c(Cl)c1)N1CCC(=O)N(C(COCc2ccc(Cl)cc2)Cc2ccccc2)CC1 (centres undefined)	3	1	-0.1	6	33	2	24	0	-2.2
CCN(CC)c1c([N+](=O)[O-])c(=O)oc2ccccc12	7	37	-1.7	-19	11	2	-6	-5	-2.2
O=C1C=C(NNC(=O)c2ccncc2)CC(c2ccccc2)C1 (centres undefined)	10	11	0.9	-2	-21	-2	-16	19	5.9*
O=C(c1ccc(N2CCCC2)c([N+](=O)[O-])c1)N1CCN(c2ccccn2)CC1	-3	-3	-3.0	10	-11	0	-6	0	-4.3
CCn1c(=O)c2sccc2n(Cc2cc(C(=O)OC)ccc2OC)c1=O	-6	19	-0.2	-9	-12	-2	12	-11	-2.9
COc1ccccc1NC(=O)CN(C)S(=O)(=O)c1ccc(F)cc1	-1	-10	-2.4	0	6	4	-9	2	-3.8
CCN(CC)c1ccc(/C=N/NC(=O)CN2CCCc3ccccc32)cc1	1	-2	-3.9	-5	32	2	-10	3	-1.1
CC1CCN(C(=O)CCc2nnc(-c3ccccc3)o2)CC1	6	20	-0.9	-11	0	-1	-7	-7	-0.8
O=C(/C=C/c1cc([N+](=O)[O-])ccc1OC(F)F)Nc1cccc2ccccc12	-1	2	-0.5	2	10	2	4	-2	-3.1
